Bioassay records: PubChem, National Center for Advancing Translational Sciences (NCATS)
S3 lipid droplet = qHTS Assay for Lipid Storage Modulators in Drosophila S3 Cells. 320,000 compounds, 0.64% hits. AID 2685, 2010. Potency in µM for hits, for the others lipid storage change, negative = inhibition, % at the top dose, mostly 46.1 µM. Drosophila S3 cells, BODIPY lipid droplet fluorescence, 18-24 h; cells fed with added oleic acid; active means well fitted inhibition curve with a large enough effect in the signal ratio, with a control signal flat, not every such curve was filed as active; inconclusive means small, poorly fitted or top-dose-only effect, or effect the other way, or a change in a side signal; the % refers to the signal ratio
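Drosophila S3 cells loaded with oleic acid (400 uM, as added) and compounds at several concentrations; lipid droplets imaged by 488-nm laser-scanning cytometry, 500–530 nm intensity and object ratio to cell channel. Percent activity normalized to 20 uM Triacsin C.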
S3 lipid droplet cell count max = further read-out of S3 lipid droplet, marked with its call; cell number change, %; measured here: cell count max response;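 cells counted by Cell Tracker Red CMTPX staining in the red channel; peak over a dose series mostly up to 46.1 µM; percent activity relative to internal control wells on each plate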
An asterisk follows results filed as active; i = inactive; ? = inconclusive; . = not tested or not shown. On the % scale 0 is the no-effect control and ±100 the full control effect; potency means the concentration at half of the fitted maximal effect. Only part of the results is shown, so the mix of outcomes need not match the whole.

SMILES | S3 lipid droplet | S3 lipid droplet cell count max
CN(CP(=O)(O)CN(C)S(C)(=O)=O)S(C)(=O)=O | ? | .
CC1CC(C)CN(CCCNC(=O)c2cc3c(s2)-c2ccccc2OC3)C1 (stereo unspecified) | ? | .
COc1ccc(N(CC(=O)NCc2ccco2)S(C)(=O)=O)cc1Cl | 4% | 5
C1CCC(Nc2nnnn2C2CCCCC2)CC1 | 12% | 0
O=C(CC1C(=O)N(c2ccc(F)cc2)C(=O)N1Cc1ccccn1)Nc1ccccc1 (stereo unspecified) | ? | .
COC(=O)C1CN(C(=O)c2cccc(OC(F)F)c2)c2ccccc2O1 (stereo unspecified) | ? | .
CC(C)CCNc1nc2c(cc1C#N)COC(C)(C)C2 | i | .
NS(=O)(=O)c1ccc(F)c(C(=O)O)c1 | -9% | 7
CCOc1ccc(Nc2nc(NCC3CCCO3)c3ccccc3n2)cc1 (stereo unspecified) | ? | .
CC1(C)NC(=O)N(CC(=O)NNC(=O)c2ccccc2F)C1=O | ? | .
CCOC(=O)N1CCN(C(=O)CN2C(=O)COc3ccc(S(=O)(=O)N4CCOCC4)cc32)CC1 | 27% | .
Cc1scc(C(=O)N2CCN(S(C)(=O)=O)CC2)c1-c1ccccc1 | -11% | -6
O=C(O)CSc1c2c(nc3cc(C(=O)NCCN4CCOCC4)ccc13)CCC2 | -2% | 2
CCOC(=O)C1(CC2CCCCO2)CCN(C(=O)Nc2ccccc2)CC1 (stereo unspecified) | 3% | 3
CC(C)(C)/C(COc1ccccc1[N+](=O)[O-])=N/O | ? | .
COc1ccccc1C(=O)Nc1nnc(S(=O)(=O)N2CCC(C)CC2)s1 | ? | .
COCCCN(C(=O)c1ccccc1)c1nc(-c2ccc(OC)cc2)cs1 | 9.2µM* | 5.8*
O=C(NCc1nnnn1-c1cccc(F)c1)c1ccc(S(=O)(=O)N2CCOCC2)cc1 | 25% | -7
CC12CC3CC(C)(C1)CC(C(=O)NCc1ccco1)(C3)C2 | ? | .
CC1CCN(C(=O)CCNC(=O)c2ccccc2)CC1 | 13% | 13

Rewritten with two lines to a compound: part of the list above.
Results follow in this order: S3 lipid droplet	S3 lipid droplet cell count max
CN(CP(=O)(O)CN(C)S(C)(=O)=O)S(C)(=O)=O
 : ?	.
CC1CC(C)CN(CCCNC(=O)c2cc3c(s2)-c2ccccc2OC3)C1 (stereo unspecified)
 : ?	.
COc1ccc(N(CC(=O)NCc2ccco2)S(C)(=O)=O)cc1Cl
 : 4%	5
C1CCC(Nc2nnnn2C2CCCCC2)CC1
 : 12%	0
O=C(CC1C(=O)N(c2ccc(F)cc2)C(=O)N1Cc1ccccn1)Nc1ccccc1 (stereo unspecified)
 : ?	.
COC(=O)C1CN(C(=O)c2cccc(OC(F)F)c2)c2ccccc2O1 (stereo unspecified)
 : ?	.
CC(C)CCNc1nc2c(cc1C#N)COC(C)(C)C2
 : i	.
NS(=O)(=O)c1ccc(F)c(C(=O)O)c1
 : -9%	7
CCOc1ccc(Nc2nc(NCC3CCCO3)c3ccccc3n2)cc1 (stereo unspecified)
 : ?	.
CC1(C)NC(=O)N(CC(=O)NNC(=O)c2ccccc2F)C1=O
 : ?	.
CCOC(=O)N1CCN(C(=O)CN2C(=O)COc3ccc(S(=O)(=O)N4CCOCC4)cc32)CC1
 : 27%	.
Cc1scc(C(=O)N2CCN(S(C)(=O)=O)CC2)c1-c1ccccc1
 : -11%	-6
O=C(O)CSc1c2c(nc3cc(C(=O)NCCN4CCOCC4)ccc13)CCC2
 : -2%	2
CCOC(=O)C1(CC2CCCCO2)CCN(C(=O)Nc2ccccc2)CC1 (stereo unspecified)
 : 3%	3
CC(C)(C)/C(COc1ccccc1[N+](=O)[O-])=N/O
 : ?	.

New compounds follow
SMILES | S3 lipid droplet | S3 lipid droplet cell count max
CC(=O)n1cc([C@@H]2C=C(C(=O)N3CCN(Cc4ccccc4)CC3)O[C@H](OCc3ccc(CO)cc3)C2)c2ccccc21 | -4% | -1
CCCNc1c(NS(=O)(=O)c2cccc(C#N)c2)c(=O)oc2ccccc12 | 25% | -2
Cc1ccc(-c2nc(CS(=O)CC(=O)NCc3ccccc3)c(C)o2)cc1 (stereo unspecified) | 0% | 3
CCOC(=O)c1c(C)[nH]c(C)c1S(=O)(=O)N(C)CC(=O)NCc1ccc(F)cc1 | i | .
O=C(c1ccccc1)N1CCN(S(=O)(=O)N2CCCCC2)CC1 | ? | .
O=C(NCCOc1ccc(Cl)cc1)c1ccc2ccccc2n1 | 17% | -2
CC(NC(=O)C(Cc1ccccc1)NC(=O)c1ccccc1)C(=O)O (stereo unspecified) | 2% | 7
CCN1CCc2nc(NC(=O)c3ccc(S(=O)(=O)N(C)C)cc3)sc2C1 | i | .
COc1ccc(NS(=O)(=O)c2ccc3c(c2)OCCO3)cc1OC | ? | .
CC(C)CCNC(=O)COc1ccc2c3c(c(=O)oc2c1)CCC3 | ? | .
CC(C)N1CCc2c(sc(NC(=O)CCS(=O)(=O)c3ccccc3)c2C#N)C1 | ? | .
O=C(COC(=O)c1ccc2[nH]c3c(c2c1)CCCC3)Nc1ccc(Cl)cc1Cl | ? | .
COC(=O)Cc1cc(=O)[nH]c(/N=C(\N)Nc2ccccc2)n1 | ? | .
CN(Cc1cccs1)C(=O)Cn1cnc2ccccc2c1=O | ? | .
O=C1CCN(Cc2ccccc2)CCN1CCSc1ccccc1 | ? | .
CN(C)/C=C(/C(=O)c1ccc(Cl)cc1)n1cncn1 | 21% | 9
CCc1ccc(OCC(=O)NC(=S)Nc2ccc(S(=O)(=O)NC3CCCCC3)cc2)cc1 | ? | .
CC(=O)Nc1ccc(Br)c2ccccc12 | ? | .
Cc1ccc2c(C)c(C(=O)N(C)C(C)c3ccncn3)oc2c1C (stereo unspecified) | -19% | 9
COc1ccc(/C=C2/S/C(=N/N=C3\CC4CCC3(C)C4(C)C)NC2=O)cc1 (stereo unspecified) | 9% | -30
O=C(COC(=O)C1CCN(S(=O)(=O)c2cccs2)CC1)Nc1ccc(F)c(F)c1F | ? | .
O=C(COC(=O)C1Cc2ccccc2CN1C(=O)c1ccccc1)Nc1ccc(SC(F)F)cc1 (stereo unspecified) | 12% | -2
Cc1cccc(COC(=O)CCCNC(=O)c2ccc(Cl)cc2)c1 | ? | .
CC(=O)c1ccc(NC(=O)Nc2cccc3ccccc23)cc1 | -17% | .
Nc1cc(N)nc(SCc2nnnn2-c2ccc(Cl)cc2)n1 | 11% | 17
CN(C)CCNC(=O)c1sc2nc(-c3ccccc3)cc(C(F)(F)F)c2c1N | i | -19
O=C(CS(=O)(=O)c1ccccc1)Nc1ccc(N2CCOCC2)cc1 | ? | .
O=C(c1cc(S(=O)(=O)N2CCOCC2)ccc1F)N1CCCc2ccccc21 | 17% | 23
CC1CCCN(C(=O)COC(=O)C2CCN(S(=O)(=O)c3ccc(Cl)c(C(F)(F)F)c3)CC2)C1 (stereo unspecified) | ? | .
CN(C)c1ccccc1C(=O)c1ccccc1N(C)C | ? | .
Cc1cc(C)c(NC(=O)CSCc2c(C)noc2C)c(C)c1 | 14% | 2
O=C(COc1ccc(Br)cc1)Nc1ccc2c(c1)C(=O)NC2=O | 14% | 3
Cc1cccc(OCC(=O)Nc2ccccc2C(F)(F)F)c1 | 19% | -17
CCN(c1ccccc1)S(=O)(=O)c1cc(C(=O)NCc2ccccn2)ccc1C | ? | .
COCC1CCN(C(=O)c2cc(COc3ccccc3SC)on2)C1 (stereo unspecified) | ? | .
Oc1sc(C=Nc2ccccc2)c2ccccc12 | i | .
CCC(C)NS(=O)(=O)c1ccc(NC(=O)C2CCCO2)cc1 (stereo unspecified) | 8% | -4
COc1ccc(C(=O)NCCc2nnc3ccc(SCC(=O)N4CCOCC4)nn23)cc1 | -7% | 7
COCCn1c(-c2ccc(C#N)cc2)nc2c1c(=O)[nH]c(=O)n2Cc1ccccc1 | 24% | .
COC(=O)c1cc2c(cc1Cl)SC(=NCCCN1CCOCC1)NS2(=O)=O | i | 27
CN(C)/C=C1\NC(=S)N(c2ccc(Cl)cc2)C1=O | -4% | 10
CCCC(O)(c1ccc(Cl)cc1)C(CN1CCOCC1)c1ccc(Cl)cc1 (stereo unspecified) | ? | .
CC(C)Cn1c(C23CC4CC(CC(C4)C2)C3)n[nH]c1=S | -13% | -8
Nc1ccc(S(=O)(=O)Nc2nccc(/C=C/c3ccccc3F)n2)cc1 | ? | .
O=C(c1ncc[nH]1)c1ccccc1C(=O)N1CCOCC1 | ? | .
O=Cc1cn(CC(O)CN2CCCCC2)c2ccccc12 (stereo unspecified) | ? | .
O=[N+]([O-])c1cccc(NC(=S)Nc2nc(-c3ccccc3Cl)cs2)c1 | ? | .
CCOC(=O)c1sc(NS(=O)(=O)c2ccc(NC(C)=O)cc2)nc1C | 4% | .
Cc1ccccc1S(=O)(=O)Cc1ccc(C(=O)N2CCN(c3ccc(F)cc3)CC2)o1 | ? | .
CCCCCn1c(NC(=O)c2ccco2)c(S(=O)(=O)c2ccc(C)cc2)c2nc3ccccc3nc21 | ? | .

Other results.
SMILES | S3 lipid droplet | S3 lipid droplet cell count max
CN(C)c1ccc(CNS(=O)(=O)c2ccc3c(c2)NC(=O)CS3)cc1 | i | -17
COc1ccc(-c2csc(CCn3nc(C)cc3C)n2)cc1 | ? | .
COc1ccc(S(=O)(=O)NC2CC(=O)N(c3ccc4c(c3)OCCO4)C2)cc1 (stereo unspecified) | ? | .
O=C(OCCN(C1=NS(=O)(=O)c2ccccc21)c1ccccc1Cl)c1ccc(Cl)cc1 | ? | .
C(/C=C/c1ccco1)=N/N1CCN(c2ccccc2)CC1 | ? | .
COc1cccc(NS(=O)(=O)c2ccc3c(c2)C2C=CCC2C(c2ccc(C(=O)O)cc2)N3)c1 (stereo unspecified) | ? | .
CC(C)CN(Cc1cc2ccccc2[nH]c1=O)C(=O)c1cccnc1 | ? | .
CSc1nsc(SC)c1C(=O)OCC(F)(F)F | -1% | .
Cc1ccc(-c2cc(C(=O)Nc3cnn(C(C)C)c3)no2)cc1 | 10% | -17
CCOC(=O)C1CCN(C(=O)c2cccc(NS(=O)(=O)c3ccc(F)c(F)c3)c2)CC1 | ? | .
CCn1c(=O)cc(SCC(=O)Nc2cccc(SC)c2)c2ccccc21 | ? | .
N#CCc1ccc(NC(=O)c2ccc(S(=O)(=O)N3CCCC3)cc2)cc1 | ? | .
CCn1c(N)c(C(=O)NCCOC)sc1=S | i | .
N=c1oc2cc(O)ccc2cc1C(=O)Nc1ccc(Br)cc1 | -20% | -3
CC(=O)Nc1ccc(S(=O)(=O)Oc2ccc(C(=S)N3CCCCC3)cc2)cc1 | ? | .
CCOC(=O)C1(Cc2cccc(Cl)c2)CCCN(C(=O)c2cn[nH]c2)C1 (stereo unspecified) | 0% | -11
Cc1cc2c(n1-c1ccc(C(N)=O)cc1)CC(C)(C)CC2=O | 0% | -5
CCCCSc1cc(=O)n(-c2ccccc2)nc1C(=O)OCC | 27% | 1
Cc1ccnc(N2C3CCC2CC(O)(c2ccccc2)C3)n1 (stereo unspecified) | 5% | 19
CC(=O)N/C(=C\c1ccc(Br)s1)C(=O)O | ? | .
Nc1c(N(Cc2ccco2)C(=O)COc2ccccc2Cl)c(=O)[nH]c(=O)n1Cc1ccccc1 | 1% | 5
COCCn1nnnc1SCC(=O)N1CCCCC1 | 0% | 6
CN1CCN(c2ccc(NC(=O)CSc3nnnn3-c3ccccc3F)cc2)CC1 | 9% | -6
CN(c1ccc(F)cc1)S(=O)(=O)c1ccc(Cl)c(C(=O)NC2(C)CCS(=O)(=O)C2)c1 (stereo unspecified) | 2% | 21
COc1ccccc1-c1cc(C(F)(F)F)nc(S(=O)(=O)CCCC(=O)Nc2cccnc2Cl)n1 | ? | .
CCN(C(=O)Cc1ccc(NC2=NC3CS(=O)(=O)CC3S2)cc1)c1ccccc1 (stereo unspecified) | ? | .
C=CCNC(NC(=O)c1ccccc1)(C(=O)OCC)C(F)(F)F (stereo unspecified) | ? | .
O=C(CSc1nnc2n1CCCN2)c1ccc(Cl)cc1 | -1% | -2
CC(=O)c1sc(NC(=O)COc2ccc(Cl)cc2C)nc1C | -3% | -10
CC(SCc1nc2sc3c(c2c(=O)[nH]1)CCCC3)C(=O)Nc1ccccn1 (stereo unspecified) | ? | .
C=C(C)c1ccc(C(C)(C)NC(=O)NCc2ccco2)cc1 | ? | .
O=C(CCNC(=O)c1ccco1)Nc1ccc(OC(F)F)cc1 | ? | .
C/C(=N\Nc1ccc([N+](=O)[O-])cc1)c1ccc2c(c1)OCO2 | -9% | -17
CCCCNC(=O)CNC(=S)N(Cc1cc(OC)c(OC)c(OC)c1)C1CCCC1 | -9% | 0
OCC(CO)(CO)NC(=S)Nc1cc(Cl)cc(Cl)c1 | ? | .
c1ccc(-c2csc(-c3ccncc3)n2)cc1 | 7% | -13
CC(C)(C)NC(=O)CN(C(=O)Cn1nnc(-c2ccc(Cl)cc2)n1)C1CCN(Cc2ccccc2)CC1 | ? | .
Nc1nc(CSC(=S)N2CCCCC2)nc(Nc2ccccc2)n1 | ? | .
c1ccc(OCCOCCN2CCN(C(c3ccccc3)c3ccccc3)CC2)cc1 | ? | .
CC(=O)Nc1ccc(NC(=O)COc2ccc3c(c2)CCC3)cc1 | ? | .
O=C(Nc1cccc2ccccc12)N1CCN(c2ncccn2)CC1 | 10% | 15
CCn1c(CNC(=O)c2ccco2)nnc1SCC(=O)c1ccccc1 | -15% | -4
Cc1ccccc1S(=O)Cc1ccc(C(=O)N2CCN(C(=O)c3ccco3)CC2)o1 (stereo unspecified) | i | .
COc1cccc(C2=NOC(C(=O)Nc3cccc(C(C)=O)c3)C2)c1OC (stereo unspecified) | -32% | -28
